From PubChem
All columns: NCI-60 one-dose screen, growth in % after 48 h at 10 µM unless noted; 100 = growth as untreated, 0 = no growth, -100 = all killed.
SNB-75: SNB-75 CNS cancer; 79,000 compounds, 5% hits; AID 1794750
HCC-2998: HCC-2998 colon cancer. 79,000 compounds, 4.7% hits. AID 1794799
SW-620: SW-620 colon cancer; 82,000 compounds, 5.2% hits; AID 1794795
KM12: KM12 colon cancer cells; 82,000 compounds, 5% hits
HCT-116: HCT-116 colon cancer; 82,000 compounds, 7.3% hits; AID 1794798
HT29: HT29 colon cancer; 81,000 compounds, 7.4% hits
SF-268: SF-268 CNS cancer cells; AID 1794759; 82,000 compounds, 3.1% hits
SNB-19: SNB-19 CNS cancer cells; 81,000 compounds, 2.5% hits
HCT-15: HCT-15 colon cancer. 82,000 compounds, 5.2% hits. AID 1794746
The depositor's hits bear a star; / = not tested or not shown; & = joins results of further samples. The calls were made as follows: active = growth percent below 10; inactive = the rest. Hits appear at their usual frequency; 11% or so of the library scored in one or more.

item | SMILES | SW-620 | SNB-19 | HT29 | HCC-2998 | HCT-116
1 | Brc1cccc(/C=N/Nc2nc(N/N=C/c3cccc(Br)c3)nc(N3CCOCC3)n2)c1 | 25 | 78 | 6.6* | 32 | 21
2 | CC(=O)Nc1cc(S(=O)(=O)O)cc2cc(S(=O)(=O)O)c(N=Nc3ccccc3)c(O)c12 | 102&104 | 100&110 | 92&118 | 99&100 | 123&93
3 | CC12CCC3C4(C)COC(c5ccccc5F)OC4CCC3(C)C1CC(C1=CCOC1=O)O2 (stereo not drawn) | 98 | 92 | 89 | 100 | 74
4 | Cc1cc(O)c(C(C)C)cc1NC(=O)Nc1ccc([N+](=O)[O-])cc1 | 99&106 | 105&103 | 104&109 | 111&109 | 102&98
5 | O=C(NS(=O)(=O)c1ccc2ccccc2c1)n1ccc2cccnc21 | 100 | 115 | 100 | 100 | 107
6 | Clc1ccc(Nc2nc(Cl)nc(NC3CCCC3)n2)cc1 | 92 | 93 | 102 | 104 | 94
7 | Nc1c(C(=O)Nc2ccc3c(c2)OCCO3)sc2nc3c(cc12)C(=O)CCC3 | 100 | 98 | 107 | 99 | 95
8 | Clc1ccccc1[C@@H]1C[C@@H]2Cc3cc(Br)c4ccccc4c3N1O2 | 17 | 38 | / | 56 | 20
9 | CCCCCCC1(C)NCCO1 (stereo not drawn) | 106 | 95 | 106 | 99 | 106
10 | O=C1c2cccc3cccc(c23)C(=O)N1N1C(=O)c2cccc3c(N4CCOCC4)ccc(c23)C1=O | 100 | 88 | 107 | / | 91

item | SNB-75 | SF-268 | KM12 | HCT-15
1 | 107 | 68 | 30 | -8.9*
2 | 98&93 | 100&107 | 106&107 | 111&116
3 | 97 | 95 | 88 | 93
4 | 101 | 105&103 | 100&102 | 99&100
5 | 88 | 111 | 104 | 104
6 | 90 | 102 | 97 | 91
7 | / | 102 | 101 | 104
8 | 4.6* | 46 | 34 | 36
9 | 97 | 94 | 106 | 103
10 | 58 | 96 | 100 | 101

Copied from the listing for reference:
item | SMILES | SW-620 | SNB-19 | HT29 | HCC-2998 | HCT-116
1 | Brc1cccc(/C=N/Nc2nc(N/N=C/c3cccc(Br)c3)nc(N3CCOCC3)n2)c1 | 25 | 78 | 6.6* | 32 | 21
2 | CC(=O)Nc1cc(S(=O)(=O)O)cc2cc(S(=O)(=O)O)c(N=Nc3ccccc3)c(O)c12 | 102&104 | 100&110 | 92&118 | 99&100 | 123&93
3 | CC12CCC3C4(C)COC(c5ccccc5F)OC4CCC3(C)C1CC(C1=CCOC1=O)O2 (stereo not drawn) | 98 | 92 | 89 | 100 | 74
4 | Cc1cc(O)c(C(C)C)cc1NC(=O)Nc1ccc([N+](=O)[O-])cc1 | 99&106 | 105&103 | 104&109 | 111&109 | 102&98
5 | O=C(NS(=O)(=O)c1ccc2ccccc2c1)n1ccc2cccnc21 | 100 | 115 | 100 | 100 | 107

item | SNB-75 | SF-268 | KM12 | HCT-15
1 | 107 | 68 | 30 | -8.9*
2 | 98&93 | 100&107 | 106&107 | 111&116
3 | 97 | 95 | 88 | 93
4 | 101 | 105&103 | 100&102 | 99&100
5 | 88 | 111 | 104 | 104

Individual results from above:
Result of `O=C1c2cccc3cccc(c23)C(=O)N1N1C(=O)c2cccc3c(N4CCOCC4)ccc(c23)C1=O` in SF-268: 96
Result of `CC(=O)Nc1cc(S(=O)(=O)O)cc2cc(S(=O)(=O)O)c(N=Nc3ccccc3)c(O)c12` in SW-620: 102&104
Result of `Clc1ccccc1[C@@H]1C[C@@H]2Cc3cc(Br)c4ccccc4c3N1O2` in SF-268: 46

The list continues.
item | SMILES | SW-620 | SNB-19 | HT29 | HCC-2998 | HCT-116
11 | COc1cc(-c2nn(C(C)(C)C)cc2-c2ccnc(NCCCNS(=O)(=O)c3ccc(Br)cc3)n2)ccc1F | 106 | 93 | 76 | 84 | 72
12 | COc1ccccc1Br | 105 | 105 | 106 | 90 | 93
13 | Cc1[nH]c(=S)[nH]c(=O)c1Cc1c(O)ccc2ccccc12 | 93 | 90 | 107 | 107 | 100
14 | CC(=O)OC1CCC2CCCCC2C1 (stereo not drawn) | 102 | 108 | 101 | 97 | 98
15 | C[N+]1(C)C2CC[C@@H]1CC(OC(=O)C(O)c1ccccc1)C2 (stereo partly drawn) | 109 | 110 | 103 | 97 | 102
16 | Nc1nc(N)c2c(n1)NC(c1ccc(C(F)(F)F)cc1)CC(c1ccc(Nc3nc(NCCO)nc(Nc4ccc(Cl)cc4)n3)cc1)=N2 (stereo not drawn) | -67* | -79* | -67* | -87* | -85*
17 | COc1ccc(C2C=C(c3ccc(Cl)cc3)N=C3SC=CN32)c(Br)c1 (stereo not drawn) | 91 | 67 | 65 | 87 | 54
18 | NS(=O)(=O)c1ccc(CN/C=C/C(=O)c2cc3ccccc3oc2=O)cc1 | 87 | 97 | 103 | 117 | 95
19 | C=CCC(CC=C)(CC=C)C(=O)CC | 109 | 105 | 102 | 115 | 106
20 | Cc1cccc(C)c1-n1c(SCCc2c[nH]c3ccccc23)nnc1-c1ccncc1 | 82 | 62 | 83 | 93 | 51

item | SNB-75 | SF-268 | KM12 | HCT-15
11 | 97 | 86 | 88 | 51
12 | 95 | 100 | 104 | 104
13 | 73 | 97 | 101 | 97
14 | 91 | 99 | 105 | 103
15 | 99 | 114 | 109 | 105
16 | 35 | -29* | -65* | -54*
17 | 64 | 71 | 62 | 74
18 | 67 | 100 | 95 | 98
19 | 87 | 107 | 116 | 102
20 | 70 | 69 | 67 | 44

Following part:
item | SMILES | SW-620 | SNB-19 | HT29 | HCC-2998 | HCT-116
21 | COc1ccc(NC(=O)c2ccc(Nc3ncnc4[nH]c(C)c(C)c34)cc2)cc1 | 102 | 105 | 103 | 104 | 106
22 | CNC(=O)c1cccc(N2CCc3c2ccc(NC(=O)Nc2ccc(N4CCN(C)CC4)c(C(F)(F)F)c2)c3F)c1 | -72* | -85* | -88* | -94* | -95*
23 | CCc1c(C)c2ccc(O)c(-c3cc(-c4ccccc4)c(C#N)c(=O)[nH]3)c2oc1=O | 105 | 108 | 125 | 111 | 96
24 | CCN(CC)CCSc1nc(-c2ccccc2)c(C#N)c(=O)[nH]1 | 94 | 101 | 142 | -6.9* | 105
25 | c1ccc(N2c3nc4ccccc4cc3Sc3cc4ccccc4nc32)nc1 | 91 | 98 | 104 | 113 | 99
26 | CCOC(=O)n1c2ccccc2c(=O)n1CCO | 113 | 98 | 90 | 101 | 105
27 | CCC(=O)Cc1ccc2ccccc2n1 | 95 | 100 | 107 | 99 | 104
28 | CCCn1c(O)c(N=NC(=O)c2oc3ccccc3c2C)c2cc(Br)ccc21 | 96 | 104 | 107 | 118 | 100
29 | Cn1c(S)c(N=Nc2ccc(S(=O)(=O)Nc3nccs3)cc2)sc1=O | 101 | 97 | 106 | 98 | 89
30 | Cc1nn(-c2ccccc2)c2nc(NC(C)c3ccccc3)c(C#N)cc12 (stereo not drawn) | 94 | 106 | 85 | 97 | 86

item | SNB-75 | SF-268 | KM12 | HCT-15
21 | 93 | 91 | 103 | 103
22 | 7.7* | -63* | -88* | -90*
23 | 53 | 108 | 96 | 96
24 | 129 | 102 | 118 | 117
25 | 109 | 81 | / | 96
26 | 96 | 99 | 100 | 95
27 | 82 | 109 | 103 | 115
28 | / | 99 | 106 | 101
29 | / | 89 | 104 | 91
30 | 60 | 92 | 83 | 80

New compounds follow.
item | SMILES | SW-620 | SNB-19 | HT29 | HCC-2998 | HCT-116
31 | CCOC(=O)C1=CC=C(c2cc3cc(Br)ccc3oc2=O)NC1C (stereo not drawn) | 109 | 99 | 99 | 119 | 111
32 | c1ccc(COCCOCc2ccccc2)cc1 | 102 | 109 | 93 | 96 | 102
33 | Brc1ccc2c(ccc3c2nnc2ncnn23)c1 | 87 | 89 | 87 | 101 | 85
34 | NC(=O)C(=O)NO | 104 | 105 | 111 | 108 | 107
35 | Cc1cc(C)c2c(n1)sc1c(Nc3[nH]nc4ncccc34)ncnc12 | 103 | 100 | 92 | 99 | 93
36 | C[n+]1c(/C=C/c2ccccc2)ccc2ccccc21 | 26 | 88 | 82 | 86 | 99
37 | COc1ccc(Cc2cnc(NC(=O)c3ccc4c(c3)OCCO4)s2)cc1 | 31 | 38 | 2.6* | 19 | 7.8*
38 | CCN(CC)C(=O)/C=C/c1ccccc1 | 104 | 100 | 115 | 116 | 103
39 | Cc1ccc(OCC(=O)Nc2ccc(N3CCN(C(=O)c4ccco4)CC3)cc2)cc1 | 97 | 104 | 115 | 98 | 97
40 | CC(C)N(C(=O)c1ccccc1)C(C)C | 104 | 113 | 107 | 98 | 104

item | SNB-75 | SF-268 | KM12 | HCT-15
31 | 97 | 102 | 112 | 100
32 | / | 112 | 121 | 106
33 | 95 | 95 | 100 | 88
34 | 100 | 103 | 104 | 116
35 | 94 | 107 | 106 | 94
36 | 77 | 109 | 10 | 107
37 | 18 | 35 | 10 | 7.3*
38 | 95 | 114 | 130 | 109
39 | 104 | 101 | 103 | 103
40 | 100 | 105 | 111 | 104

(cont.)
item | SMILES | SW-620 | SNB-19 | HT29 | HCC-2998 | HCT-116
41 | O=C1C=CN2CC=CCC2C1[C@@H](O)c1ccc(Br)cc1 (stereo partly drawn) | 113 | 109 | 93 | 104 | 91
42 | CCOc1ccc(C(=O)OCCNCC(C)C)cc1N | 106 | 98 | 89 | 110 | 103
43 | O=C(O)C(Cc1ccccc1)N1C(=O)/C(=C/c2ccncc2)SC1=S (stereo not drawn) | 102 | 104 | 117 | 106 | 105
44 | Cc1cccc(C(=O)O)n1 | 103 | 98 | 112 | 99 | 99
45 | C=C(C(=O)c1ccccc1)C(NC(C)(C)C)c1ccccc1 (stereo not drawn) | -20* | 81 | -26* | 1.1* | -91*
46 | O=Cc1cc(I)c(O)c(I)c1 | 109 | 110 | 104 | 120 | 91
47 | C=CCc1c(C)nc(NC(C)=O)[nH]c1=O | 106 | 104 | 113 | 100 | 102
48 | O=c1c(=O)n(CCO)n(CCO)c(=O)n1CCO | 108 | 118 | 102 | 103 | 112
49 | Cc1cccc(C)c1NC(=O)Cn1c2ccc(Cl)cc2c2ccc([C@H](C)C(=O)O)cc21 | 85 | 81 | 79 | 96 | 59
50 | COc1ccc(-c2nn(-c3cccc(Cl)c3)cc2C2C(C#N)=C(N)Oc3[nH]c(=S)[nH]c(=O)c32)cc1 (stereo not drawn) | 92 | 87 | 92 | 86 | 75

item | SNB-75 | SF-268 | KM12 | HCT-15
41 | 85 | 99 | 103 | 105
42 | 88 | 99 | 106 | 104
43 | 92 | 97 | 109 | 100
44 | 103 | 107 | 110 | 99
45 | 54 | 7.9* | 26 | -49*
46 | 100 | / | 114 | 104
47 | 94 | / | 105 | 94
48 | 95 | 106 | 113 | 107
49 | 39 | 70 | 81 | 92
50 | 87 | 101 | 68 | 82

Profiles, quoted from the list. Values in the order: SW-620	SNB-19	HT29	HCC-2998	HCT-116	SNB-75	SF-268	KM12	HCT-15
C=C(C(=O)c1ccccc1)C(NC(C)(C)C)c1ccccc1 (stereo not drawn) across the screens: -20*	81	-26*	1.1*	-91*	54	7.9*	26	-49*
COc1ccc(-c2nn(-c3cccc(Cl)c3)cc2C2C(C#N)=C(N)Oc3[nH]c(=S)[nH]c(=O)c32)cc1 (stereo not drawn) across the screens: 92	87	92	86	75	87	101	68	82

Remaining list, next part
item | SMILES | SW-620 | SNB-19 | HT29 | HCC-2998 | HCT-116
51 | NC1=NC(c2ccc(N3CCCCC3)cc2)n2c(nc3ccccc32)N1 (stereo not drawn) | 94 | 105 | 93 | / | 97
52 | C[N+](C)(C)c1ncnc2nc[nH]c12 | 120 | 95 | 104 | -10* | 97
53 | NC(=S)N/N=C/c1ccc(Cl)cc1Cl | 95 | 80 | 95 | 96 | 83
54 | CCCC(C(O)CC)[N+](=O)[O-] (stereo not drawn) | 97 | 109 | 116 | 103 | 111
55 | CN1C(=O)N(C)C2C1NN=c1s/c(=C\c3ccc(C(F)(F)F)cc3)c(=O)n12 (stereo not drawn) | 19 | 30 | 9.6* | 55 | 27
56 | CCc1nn2c(-c3ccc(Cl)cc3)c(-c3cc(OC)c(OC)c(OC)c3)nc2s1 | 92 | 87 | 67 | 91 | 99
57 | Cc1cc2nc(-c3c(N)ncc(C#N)c3-c3ccc(O)cc3)[nH]c2cc1C | 88 | 106 | 92 | / | 106

item | SNB-75 | SF-268 | KM12 | HCT-15
51 | 77 | 93 | 100 | 95
52 | 70 | 102 | 110 | 94
53 | 101 | 88 | 99 | 74
54 | 91 | 103 | 105 | 95
55 | 7.4* | 45 | 16 | 24
56 | 45 | 104 | 108 | 79
57 | 78 | 102 | 102 | 101
